SKKanGAS inh: SKKanGAS growth inhibition; S. pyogenes SKKanGAS, kanamycin growth, BacTiter-Glo, 6 h; inhibition, % at 7.5 µM; actives 1.3% (n = 300,000); AID 1662;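 active means mean replicate score, as percent of positive control median, at least 50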;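 further: strain carries kanamycin resistance gene driven by streptokinase promoter and grows in 40 µg/ml kanamycin; loss of luminescence reflects streptokinase promoter inhibition or plain growth inhibition; 0% = median of DMSO wells and 100% = positive control at its reference dose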
KLF5 inh: kruppel-like factor 5 inhibition; DLD-1 KLF5 promoter-luciferase reporter, luminescence; inhibition, % at 5 µM; AID 1700; actives 0.23% (n = 290,000);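 active means inhibition above a per-plate limit of that plate's mean compound inhibition plus 3 SD, cut at about 60% in these data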;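 further: 0% = DMSO wells and 100% = LY294002 at 200 µM; higher means less KLF5 promoter-driven luciferase light; inactives centre near -14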
TRPC4 agonist: opens the mouse TRPC4 cation channel. Q9QUQ5. HEK293 TRPC4beta/mu-opioid, Fluo4 calcium fluorescence; hits give high values. B-score at 10 µM. actives 0.49% (n = 310,000);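 active means B-score above 5 SD of library B-scores, and initial fluorescence ratio not above library mean plus 5 SD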;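 further: positive B-score marks a calcium rise read as TRPC4 activation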
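System: HEK293 cells stably co-expressing mouse TRPC4beta and mu-opioid receptor; Schedule: Fluo4 dye loading 45 min at room temperature, 110 s recording; Detection: Fluo4 fluorescence, kinetic; Evaluation: B-scored integrated calcium fluorescence ratio; Controls: buffer (low) and maximal DAMGO (high).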
TRPC6 inhibitor: inhibitors of mouse TRPC6 channel | actives 1.1% (n = 310,000) | B-score at 10 µM | HEK293-TRPC6, membrane potential dye, ACh-evoked depolarization; hits give low values | AID 2553 | Q61143;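 active means B-score under library mean minus 3 SD, initial fluorescence not abnormally high, positive integrated signal ratio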;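 further: B-score derived from integrated fluorescence ratio over the kinetic read; more negative B-score means stronger inhibition of depolarization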
aSyn 5UTR inh: 5' untranslated region of α-synuclein, MLPCN primary screen. inhibition, % (tested at 7.5 µM). alpha-synuclein 5'UTR reporter, inhibitor activity. actives 0.82% (n = 300,000). AID 1813; in the data active means inhibition above about 60%;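 further: H4 neuroglioblastoma cells stably carrying SNCA 5'UTR luciferase fusion; 0% = DMSO wells and 100% = positive control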
IEC-6 cytotox: counter-screen for KLF5 inhibitors: cytotoxicity in IEC-6 cells. actives 0.78% (n = 290,000). AID 1825. IEC-6 cytotoxicity, luminescence viability. inhibition, % at 5 µM; in the data active means inhibition above about 22%;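 further: 0% = plate median of test compound wells and 100% = cytotoxic reference compound wells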
TRPC4 inh: inhibitors of mouse TRPC4 channel; HEK293 TRPC4beta/mu-opioid, DAMGO-evoked Fluo4 calcium flux; hits give low values; B-score at 10 µM; actives 0.39% (n = 300,000); AID 2247;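 active means B-score over 3 SD under the library average, no early fluorescence shift, positive overall ratio signal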
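Assay system: HEK293 cells with stable TRPC4beta plus mu-opioid receptor expression; Probe or stimulus: DAMGO in two steps, submaximal then maximal; Dosing: single-point compound dosing; Measured by: Fluo4 calcium-dye fluorescence, kinetic read; Read-out basis: B score from integrated Fluo4 fluorescence ratio.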
TRPC4 potent: TRPC4 (mouse) allosteric potentiation. Q9QUQ5. HEK293 TRPC4beta/mu-opioid, DAMGO EC20, Fluo-4 Ca2+ flux; hits give high values. B-score at 10 µM. actives 0.42% (n = 310,000);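 active means B-score of calcium response area above 5 SD of library B-scores, with initial fluorescence ratio within 5 SD of library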;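 further: B-score of integrated fluorescence ratio over time as area under calcium response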
MrgX1 antagonist: human MrgX1 receptor antagonism, primary screen; AID 588676; actives 1.3% (n = 310,000); B-score at 10 µM; MRGX1-HEK293 calcium flux, Fluo-4, BAM8-22 antagonism; hits give low values;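 active means calcium-response B-score plate-corrected more than 3 library SD below zero, starting fluorescence within 5 deviations, no agonist response on first addition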;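 further: peak minus trough fluorescence over baseline after final BAM8-22 challenge near maximal dose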
Target sequence (Q96LB2 whole entry, looked up): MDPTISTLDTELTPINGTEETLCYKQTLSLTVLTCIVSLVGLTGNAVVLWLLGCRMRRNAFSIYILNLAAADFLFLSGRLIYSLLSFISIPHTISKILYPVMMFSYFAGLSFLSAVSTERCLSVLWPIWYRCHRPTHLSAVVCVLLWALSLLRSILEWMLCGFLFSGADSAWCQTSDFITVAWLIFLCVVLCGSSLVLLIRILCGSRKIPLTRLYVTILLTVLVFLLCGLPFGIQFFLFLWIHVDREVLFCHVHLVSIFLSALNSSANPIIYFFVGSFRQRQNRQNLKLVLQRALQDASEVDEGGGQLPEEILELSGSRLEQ
HIF act: HIF pathway transcriptional activation; U2OS HRE-luciferase reporter, luminescence; normalized: DMSO 0%, desferrioxamine 100%; activation, % at 7.5 µM (by protocol); actives 0.32% (n = 300,000);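 active means mean activation of at least 10% of the iron chelator positive control signal, with at least half of replicates also reaching 10%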
TRPC6 activator: activators of mouse TRPC6 channel; AID 2550; Q61143; actives 0.13% (n = 310,000); B-score at 10 µM; HEK293-TRPC6 membrane potential dye fluorescence; hits give high values;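 active means B-score of the integrated fluorescence ratio above library mean plus 3 SD, and starting fluorescence ratio within library mean plus 5 SD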;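 further: higher score means more depolarization so channel activation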
Active calls of the source: *; i = inactive; x = no result given.

SMILES	SKKanGAS inh	KLF5 inh	TRPC4 agonist	TRPC6 inhibitor	aSyn 5UTR inh	IEC-6 cytotox	TRPC4 inh	TRPC4 potent	MrgX1 antagonist	HIF act	TRPC6 activator
Cn1nnnc1SCC(=O)Nc1ccccc1C(N)=O	-1	1	i	i	-14	7	i	i	i	-1.6	i
Cc1ccc2c(c1)C(c1ccncc1)=NNC(c1ccc(F)cc1)=N2	1	-8	i	i	-60	5	i	i	i	-1.2	i
COC(=O)c1sccc1NC(=S)Nc1ccc(F)cc1F	7	1	i	i	19	-3	i	i	i	0.2	i
COc1ccc(C2SCC(=O)N2CCCN(C)C)cc1 (stereo unspecified)	-3	2	i	i	8	0	i	i	i	-0.3	i
O=C(Nc1nnc(SCc2ccc(Cl)cc2)s1)C1CCCO1 (stereo unspecified)	0	4	i	i	-13	-2	i	i	i	0.0	i
Cc1nnc(NC(=O)CCC(=O)NC2CCCCCCC2)s1	2	-18	i	i	4	1	i	i	i	0.0	i
CN(Cc1ccccc1)c1nc2c(c(=O)[nH]c(=O)n2C)n1CCOc1ccccc1	8	-44	i	i	23	-11	i	i	i	0.1	i
O=C(Nc1ccc([N+](=O)[O-])cc1)c1cn(-c2ccccc2)nc1-c1cc2ccccc2o1	-6	11	i	i	-16	4	i	i	i	-1.1	i
O=C(c1ccco1)N1CCN(Cc2nc3ccccc3c(=O)n2-c2ccc(F)cc2)CC1	-1	-48	i	i	-6	6	i	i	i	-0.3	i
O=C(Nc1c(F)cc(F)cc1Br)c1cc(-c2ccc(O)cc2)on1	13	-16	i	i	-101	-1	i	i	i	1.3	i
COCCOc1cc(NC(=O)CS(=O)CC(=O)N(C)C)c(Cl)cc1Cl (stereo unspecified)	-7	-33	i	i	-12	-4	i	i	i	-0.1	i
OCc1nc2ccccc2n1Cc1ccc(Cl)cc1	2	-11	i	i	13	1	i	i	i	-0.4	i
CC1=NN(c2nc(-c3ccc(C)cc3)cs2)C(=O)C1N=Nc1ccccc1O (stereo unspecified)	38	-14	i	i	63*	0	i	i	i	1.1	i
O=C(CN1C(=O)COc2ccccc21)N(Cc1ccccc1)Cc1ccccn1	3	11	i	i	-21	-2	i	i	i	-0.2	i
O=C(O)C1CN(c2nc(Cl)ccc2[N+](=O)[O-])C1	0	-23	i	i	-15	0	i	i	i	0.0	i
O=C(CSc1ncccn1)NCc1ccccc1Cl	2	-64	i	i	-30	-5	i	i	i	1.1	i
COc1ccccc1NC(=O)N1CCc2[nH]c3ccc(F)cc3c2C1	-5	-17	i	i	-9	-5	i	i	i	-0.2	i
O=C(CN1C(=O)C(=O)N(Cc2ccccc2)C1=O)Nc1cc(Cl)cc(Cl)c1	-6	3	i	i	-21	7	i	i	i	-0.4	i
Cc1c(S(=O)(=O)NC2CCCCCC2)c(=O)n(C)c(=O)n1C	1	x	i	i	13	x	i	i	i	0.0	i
Cc1cc(-c2nnc(CCC(=O)NCc3cc(F)cc(C(F)(F)F)c3)o2)no1	-3	-37	i	i	-6	-5	i	i	i	0.1	i
CC(NS(=O)(=O)c1cccc(Cl)c1)C(=O)Nc1ccc(-c2nc3ccccc3s2)cc1 (stereo unspecified)	4	-32	i	i	-139	-8	i	i	i	1.7	i
CC(C)C(NC(=O)c1c(F)cccc1F)C(=O)N1CCN(c2ccccc2F)CC1 (stereo unspecified)	-4	-9	i	i	1	-5	i	i	i	-1.3	i
CC12COC3(C(=O)Nc4ccccc4F)CC1CCC32C (stereo unspecified)	4	-20	i	i	20	1	i	i	i	-0.2	i
Cc1[nH]ccc(=O)c1Oc1ncc(C(F)(F)F)cc1Cl	8	-12	i	i	-11	-1	i	i	i	0.1	i
CCC12CC3CC(C1)CC(C(=O)O)(C3)C2	0	-20	i	i	2	3	i	i	i	0.0	i
COCC(C)NC(=O)c1cc2cccc([N+](=O)[O-])c2[nH]1 (stereo unspecified)	24	-14	i	i	-8	-2	i	i	i	0.3	i
CCn1ccnc1C(O)c1ccccc1OC (stereo unspecified)	0	-34	i	i	-13	0	i	i	i	27*	i
CCCCCNC(=O)c1ccc2c(=O)n(CC3CCCO3)c(=O)[nH]c2c1 (stereo unspecified)	4	-6	i	i	26	-5	i	i	i	-3.1	i
NNc1nc2c(-c3ccc(Cl)cc3)nnn2c2ccccc12	19	-20	i	i	-92	4	i	i	i	2.3	i
Cc1ccccc1NC(=S)Nc1ccccc1	-4	-9	i	i	20	-1	i	i	i	0.8	i
O=C1CC(C(=O)N(c2ccccc2)C(C(=O)NC2CCCC2)c2ccncc2)CS1 (stereo unspecified)	x	-16	i	i	31	-1	i	i	i	-0.4	i
C[C@H](NC(=O)N1CCn2c1nc1ccccc12)C(=O)NCc1ccc2c(c1)OCO2	2	-17	i	i	38	1	i	i	i	0.3	i
O=C(OCC(=O)N1CCc2ccccc2C1)c1cccnc1Cl	5	-31	i	i	-33	0	i	i	i	2.2	i
COc1ccc(C)cc1NC(=O)CN(C)C1CCCCC1	8	-1	i	i	19	1	i	i	i	-0.2	i
COc1cc(-c2nnc(SCC(=O)NC3CCCC3)n2C)cc(OC)c1O	-1	9	i	i	-2	-4	i	i	i	-0.2	i
CCOC(=O)C1CCN(C2CCN(C(=O)c3oc4c(F)cccc4c3C)CC2)CC1	0	-21	i	i	4	-4	i	i	i	0.6	i

Compounds shown so far with a COOH group:
SMILES	SKKanGAS inh	KLF5 inh	TRPC4 agonist	TRPC6 inhibitor	aSyn 5UTR inh	IEC-6 cytotox	TRPC4 inh	TRPC4 potent	MrgX1 antagonist	HIF act	TRPC6 activator
O=C(O)C1CN(c2nc(Cl)ccc2[N+](=O)[O-])C1	0	-23	i	i	-15	0	i	i	i	0.0	i
CCC12CC3CC(C1)CC(C(=O)O)(C3)C2	0	-20	i	i	2	3	i	i	i	0.0	i

The listing continues.
SMILES	SKKanGAS inh	KLF5 inh	TRPC4 agonist	TRPC6 inhibitor	aSyn 5UTR inh	IEC-6 cytotox	TRPC4 inh	TRPC4 potent	MrgX1 antagonist	HIF act	TRPC6 activator
Oc1ccc(-c2[nH]ncc2-c2nc3ccccc3s2)c(O)c1	-5	-15	i	i	-30	4	i	i	i	0.1	i
COCCn1c(C)cc(C(=O)CSc2nc(C)nc3sc4c(c23)CCC4)c1C	21	-2	i	i	31	2	i	i	i	-0.4	i
CCN(CC)S(=O)(=O)c1cccc(C(=O)NCC(=O)OCC(=O)NCc2ccccc2)c1	-5	-7	i	i	-5	-1	i	i	i	-0.5	i
Cc1nc2ccc(NC(=O)N3CCOCC3)cc2s1	-1	-7	i	i	-15	0	i	i	i	-0.3	i
CC(C)Oc1ccc(C(=O)O)c(C(=O)O)c1	3	-19	i	i	22	5	i	i	i	-0.4	i
Cc1cccc(NC(=O)C2CCN(C(=O)N3CCOc4ccccc43)CC2)c1C	3	2	i	i	16	9	i	i	i	-0.2	i
COc1ccc2nc(SCC(=O)NCc3ccc4c(c3)OCO4)[nH]c2c1	-13	-39	i	i	8	-4	i	i	i	0.2	i
O=C1c2ccccc2C(Nc2ccc3c(c2)OCCO3)N1Cc1ccc2c(c1)OCO2 (stereo unspecified)	12	-8	i	i	-72	4	i	i	i	-1.0	i
CC1=C(C(=O)NCc2ccccn2)C2(CCC(C)CC2)OC1=O (stereo unspecified)	4	-39	i	i	-3	4	i	i	i	-0.4	i
CCc1ccccc1NC(=O)CCN1C(=O)C2CC=CCC2C1=O (stereo unspecified)	13	-19	i	i	-9	-3	i	i	i	0.0	i
CCN(CC#CCC(O)(c1ccccc1)C1CCCC1)C(C)C (stereo unspecified)	-2	-9	i	-5.6*	-5	-8	i	i	i	0.2	i
COc1ccc(/C=C2\Sc3ccc(C(=O)N4CCc5ccccc5C4)cc3N(C)C2=O)cc1	103*	-2	i	i	15	3	i	i	i	0.0	i

Filtered by structure: the entries above with a furan ring, fused or not.
SMILES	SKKanGAS inh	KLF5 inh	TRPC4 agonist	TRPC6 inhibitor	aSyn 5UTR inh	IEC-6 cytotox	TRPC4 inh	TRPC4 potent	MrgX1 antagonist	HIF act	TRPC6 activator
O=C(Nc1ccc([N+](=O)[O-])cc1)c1cn(-c2ccccc2)nc1-c1cc2ccccc2o1	-6	11	i	i	-16	4	i	i	i	-1.1	i
O=C(c1ccco1)N1CCN(Cc2nc3ccccc3c(=O)n2-c2ccc(F)cc2)CC1	-1	-48	i	i	-6	6	i	i	i	-0.3	i
CCOC(=O)C1CCN(C2CCN(C(=O)c3oc4c(F)cccc4c3C)CC2)CC1	0	-21	i	i	4	-4	i	i	i	0.6	i

Next part.
SMILES	SKKanGAS inh	KLF5 inh	TRPC4 agonist	TRPC6 inhibitor	aSyn 5UTR inh	IEC-6 cytotox	TRPC4 inh	TRPC4 potent	MrgX1 antagonist	HIF act	TRPC6 activator
CCOc1ccc(C(=O)Nc2ccccc2OC(F)F)cc1	-9	-25	i	i	-36	-1	i	i	i	1.7	i
CC(NC(N)=O)C(=O)OCc1ccc(Cl)cc1Cl (stereo unspecified)	0	-12	i	i	5	4	i	i	-8.2*	2.7	i
CN(CC(=O)Nc1sccc1C#N)Cc1ccccc1	-2	3	i	i	18	-3	i	i	i	x	i
O=S(=O)(N1CCOCC1)n1c(Cc2ccccc2)nc2ccccc21	-11	-31	i	i	-16	-2	i	i	i	0.4	i
COc1ccc(C(=O)NNC(=O)c2ccncc2)cc1[N+](=O)[O-]	3	-18	i	i	-12	3	i	i	i	0.7	i
O=C(COC(=O)c1ccc(Br)cc1)NCCC1=CCCCC1	1	-15	i	i	-9	-2	i	i	i	0.2	i
CN(C)CCCNC(=O)c1ccc(-c2ccccc2)cc1	7	-20	i	i	-3	6	i	i	i	-0.5	i
CC(=O)c1cccc(NC(=O)CCCSc2ccccc2)c1	-10	-33	i	i	-5	-2	i	i	i	0.1	i
COc1ccc2c(=O)c(N3C(=O)c4ccccc4C3=O)c(C)oc2c1	1	-28	i	i	-25	-1	i	i	-5.2*	-0.6	i
N=c1n(CCN2CCCCC2)c2ccccc2n1CC(=O)c1ccc(Cl)c(Cl)c1	-5	-9	i	i	4	7	i	i	i	-0.2	i
COCc1cc(C)nc(OCC(=O)N/N=C/c2ccccc2)c1C#N	3	3	i	i	1	0	i	i	i	-0.2	i
O=C(Nc1nnc(-c2ccccc2)s1)c1cc(S(=O)(=O)N2CCOCC2)c(Cl)cc1Cl	29	-23	i	i	0	1	i	i	i	0.2	i
Cc1ccc2c(c1)C(=O)C(=O)N2CC(=O)Nc1ccc(N2CCOCC2)cc1	-1	-3	i	i	-11	2	i	i	i	0.5	i

Compound activity from PubChem BioAssay.
